All columns: NCI-60 one-dose screen, growth in % after 48 h at 10 µM unless noted; 100 = growth as untreated, 0 = no growth, -100 = all killed.
UACC-62: UACC-62 melanoma. 81,000 compounds, 5.4% hits; active means growth percent below 10
An asterisk follows results filed as active; & = joins results of further samples; [ ] = remark or other dose.

NC(=O)CCC1N=C(c2cccc(O)c2)c2ccc(Cl)cc2N(CC(=O)O)C1=O (stereo not drawn)
- UACC-62: 100[30 µM]
NC(=O)CN1C(=O)C(Cc2ccc(O)cc2)N=C(c2cccc(O)c2)c2ccccc21 (stereo not drawn)
- UACC-62: 81[30 µM]
CO/C(N)=C(\C#N)N=Cc1cccnc1
- UACC-62: 113&102[100 µM]
CCCCN1C(=O)C(Cc2ccccc2)N=C(c2cccc(O)c2)c2ccc(Cl)cc21 (stereo not drawn)
- UACC-62: 77[30 µM]
N#CCN1C(=O)C(Cc2ccccc2)N=C(c2ccc(O)cc2)c2cc(Cl)ccc21 (stereo not drawn)
- UACC-62: 93[30 µM]
CN1C(=O)C(CCC(=O)O)N=C(c2ccc(O)cc2)c2cc(Cl)ccc21 (stereo not drawn)
- UACC-62: 85[30 µM]
C=C1C(=O)OC2/C=C(\C)CC/C=C(/C)CC(OC(=O)/C(=C/CO)CO)C12 (stereo not drawn)
- UACC-62: -100*[100 µM]
CCCCCN1C(=O)C(C(C)C)N=C(c2ccc(O)cc2)c2cc(Cl)ccc21 (stereo not drawn)
- UACC-62: 98[30 µM]
CC(C)C1N=C(c2ccc(O)cc2)c2cc(Cl)ccc2N(CC2CC2)C1=O (stereo not drawn)
- UACC-62: 100[30 µM]
COC(=O)[C@@H]1C[C@@]23CCCN4CC[C@@]5(c6cccc(OC)c6N(C=O)[C@]15CC2)[C@@H]43
- UACC-62: 94&87[100 µM]
O=C(O)CN1C(=O)C(Cc2ccc(O)cc2)N=C(c2ccc(O)cc2)c2cc(Cl)ccc21 (stereo not drawn)
- UACC-62: 83[30 µM]

At a glance, some entries already given:
N#CCN1C(=O)C(Cc2ccccc2)N=C(c2ccc(O)cc2)c2cc(Cl)ccc21 (stereo not drawn)
- UACC-62: 93[30 µM]
CN1C(=O)C(CCC(=O)O)N=C(c2ccc(O)cc2)c2cc(Cl)ccc21 (stereo not drawn)
- UACC-62: 85[30 µM]
C=C1C(=O)OC2/C=C(\C)CC/C=C(/C)CC(OC(=O)/C(=C/CO)CO)C12 (stereo not drawn)
- UACC-62: -100*[100 µM]
CCCCCN1C(=O)C(C(C)C)N=C(c2ccc(O)cc2)c2cc(Cl)ccc21 (stereo not drawn)
- UACC-62: 98[30 µM]

Assay outcomes: PubChem, NCI

These rows are one share of the data (hit frequency here may not be typical).
